# PMI inhibition – human PMI inhibitors, high substrate, primary screen, biochemical, fluorescence intensity, high mannose 6-phosphate (AID 1220); inhibition, % at 20 µM; hits with a dose series show IC50 in µM; recombinant PMI enzyme, coupled fluorescence intensity; higher % means a stronger effect; 190,000 tested, 0.66% active
# Large T inhibition – SV40 large T antigen inhibitors, biochemical (AID 1903); SV40 large T antigen ATPase/helicase inhibition assay; higher % means a stronger effect; one-dose inhibition, % at 20 µM; IC50 in µM for titrated hits; 310,000 tested, 0.39% active; in the data active = a potency from the dose series; inconclusive = inhibition mostly from about 32% at the one dose, without a potency; inactive = the rest, 99 in 100 with inhibition below about 32%; also: strong numbers were not always called active
# PhoP inhibition – PhoP-dependent GFP reporter repression – Salmonella Typhimurium, primary screen (AID 1863); one-dose inhibition, % at 50 µM; IC50 in µM for titrated hits; 300,000 tested, 0.16% active; S. Typhimurium PhoP-regulated promoter GFP reporter, 4 h; higher % means a stronger effect;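 active = inhibition over 29.93%, a cutoff 3 SD above the screen mean, later confirmed by dose response; inconclusive = inhibition over 29.93% but no dose response follow-up; inactive = inhibition at most 29.93% or unconfirmed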;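 also: 0% = low Mg2+ inducing control and 100% = high Mg2+ repressing control; strong numbers were not always called active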
# West Nile virus CPE – inhibition of WNV-induced cytopathic effect – cell-based, CPE readout (AID 1621); West Nile virus-infected cells, CPE inhibition; higher % means a stronger effect; one-dose CPE inhibition, % at 10 µM; IC50 in µM for titrated hits; 290,000 tested, 0.02% active; in the data active = a potency from the dose series; inconclusive = CPE inhibition mostly from about 3.7% at the one dose, without a potency; inactive = the rest, 99 in 100 with CPE inhibition below about 2.2%; also: strong numbers were not always called active
# human PMI inhibition – MPI enzyme activity inhibition – biochemical, fluorescence intensity, coupled assay, primary screen (AID 1209); purified PMI enzyme, coupled fluorescence intensity; higher % means a stronger effect; inhibition, % at 20 µM, or IC50 in µM where a hit was titrated; 190,000 tested, 0.42% active;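 also: plate controls were DMSO vehicle for no effect and wells lacking substrate for full effect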
# TNAP activation fold – stimulation of alkaline phosphatase TNAP activity – biochemical, luminescent, no phosphate acceptor, uHTS, primary screen (AID 1001) | 200,000 tested, 0.03% active | activation fold at 20 µM, or EC50 in µM where a hit was titrated | purified TNAP, luminescent activation assay, no phosphate acceptor; higher activation fold means a stronger effect; in the data active = activation fold from about 3, or a potency from the dose series; inactive = the rest, 99 in 100 with activation fold below about 1.6; also: many of its hits are not listed in these tables
# RSV CPE inhibition – RSV antiviral activity via CPE protection, HEp-2 cells, primary 10 µM value included (AID 2391) | HEp-2 cells, RSV-induced CPE inhibition; higher % means a stronger effect | CPE inhibition, % at 10 µM; hits with a dose series show IC50 in µM | 310,000 tested, 0.13% active; in the data active = a potency from the dose series; inconclusive = CPE inhibition mostly from about 23% at the one dose, without a potency; inactive = the rest, 99 in 100 with CPE inhibition below about 21%; also: strong numbers were not always called active
# ER stress rescue – protection against thapsigargin-triggered cell killing – 384-well, CSM14.1, ATP luminescence, primary screen (AID 1222); CSM14.1 thapsigargin-induced death rescue, ATP luminescence; higher % means a stronger effect; cellular ATP content (survival), % at 20 µM, or EC50 in µM where a hit was titrated; 190,000 tested, under 10 active;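 active = EC50 below 50 µM in the dose-response confirmation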;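 also: death triggered by thapsigargin at about 15 µM added after 2 h compound pretreatment; cell ATP read after overnight thapsigargin exposure of roughly 18 to 22 hours; normalized against plate controls of thapsigargin alone and 5% DMSO vehicle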
# Insulin prom up – MIN6 insulin promoter up-regulation | MIN6 insulin promoter-GFP reporter, high-content imaging; hits give high values | z-score at 5 µM | 190,000 tested, 0.3% active | AID 1625;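 active = z-score above 3 at 5 µM with at least 500 cells counted in the well; inconclusive = wells under 500 cells, flagged as cytotoxic or low count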
# Insulin prom up cell count – further read-out of Insulin prom up, marked with its call; cell count; measured here: cytotoxicity, nuclei count;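 total cells summed across four imaged fields per well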
# * = called active by the depositor; u = inconclusive; x = not tested or not shown. Rule as the data show it, unless noted: active = inhibition above about 50%; inactive = the rest.
[1] CCOc1ccccc1NC(=O)C1CCN(S(C)(=O)=O)CC1
[2] O=[N+]([O-])c1ccc(Cl)c(/C=N/N2CCN(Cc3ccc(Cl)cc3)CC2)c1
[3] COC(=O)c1cc(Br)cn1S(=O)(=O)c1ccccc1
[4] Cc1nn(Cc2cccc3ccccc23)c(C)c1NC(=O)c1cccnc1
[5] CCOc1ccc(C(C)NC(=O)CCC(=O)O)cc1 (stereo not given)
[6] CCCOc1ccc(C(=O)NCC(c2cccs2)N(C)C)cc1 (stereo not given)
[7] CC(C)(C)c1ccc(-c2nnc(SCCC#N)n2C2CCCC2)cc1
[8] CCC1CCc2sc(C(=O)N3CCN(c4ccccn4)CC3)cc2C1 (stereo not given)
screen / no. | 1 | 2 | 3 | 4 | 5 | 6 | 7 | 8
PMI inhibition | x | 12.4% | x | 7.0% | 1.9% | -5.0% | 17.0% | x
Large T inhibition | 5.8% | 0.4% | 5.1% | 3.2% | 2.1% | 1.8% | x | -0.1%
PhoP inhibition | 1.2% | -1.3% | 5.3% | 5.2% | -6.8% | 6.4% | -0.8% | 1.1%
West Nile virus CPE | -1.2% | -0.5% | -0.5% | -0.8% | 0.2% | -1.0% | 0.0% | -0.2%
human PMI inhibition | x | 15.3% | x | 9.4% | 4.2% | -3.9% | 19.1% | x
TNAP activation fold | x | 1.2 | x | 1.1 | 1.2 | 1.1 | 1.1 | x
RSV CPE inhibition | -0.9% | u | 1.5% | 1.1% | 2.4% | -0.1% | 11.2% | 4.9%
ER stress rescue | x | 0.1% | x | 0.1% | 0.9% | -2.5% | x | x
Insulin prom up | x | 0.9 | x | -0.54 | 0.06 | 0.21 | -1.41 | x
Insulin prom up cell count | x | 901 | x | 1554 | 1328 | 1035 | 1187 | x

[9] O=C(C[n+]1ccsc1)c1ccccc1
[10] CC(C)(C)NCc1ccc(OCc2cccs2)cc1
[11] CSC1=C(C#N)C(c2ccc3c(c2)OCO3)C2=C(CCCC2=O)N1 (stereo not given)
[12] COc1ccc(/C=N/NC(=S)Nc2cc(C(F)(F)F)ccc2Cl)cc1
[13] O=c1c2ccccc2nc(COc2ccccc2)n1/N=C/c1ccc(O)cc1O
[14] O=C(O)c1cc(S(=O)(=O)Nc2cccc(Oc3ccccc3)c2)ccc1Br
[15] COc1ccccc1NC(=O)Cn1nnc(-c2ccccc2NC(=O)c2cnccn2)n1
[16] Cc1ccc(S(=O)(=O)N/N=C\c2ccc(C)o2)cc1
screen / no. | 9 | 10 | 11 | 12 | 13 | 14 | 15 | 16
PMI inhibition | -13.6% | 2.0% | 2.2% | x | x | x | -16.3% | -0.8%
Large T inhibition | 13.8% | -3.1% | 13.2% | 5.9% | 5.3% | 14.4% | -1.5% | u
PhoP inhibition | 4.6% | 8.9% | 0.6% | 3.5% | -7.8% | -0.8% | -5.9% | -11.2%
West Nile virus CPE | -0.5% | 0.9% | -0.5% | -0.1% | 1.1% | -0.3% | 0.1% | -0.1%
human PMI inhibition | -10.7% | -5.2% | -3.0% | x | x | x | -15.7% | -7.1%
TNAP activation fold | 1 | 1.1 | 1 | x | x | x | 1 | 1
RSV CPE inhibition | 1.7% | -4.2% | 0.4% | 0.7% | 2.6% | 1.8% | 0.2% | 0.9%
ER stress rescue | -1.2% | -0.9% | -0.6% | x | x | x | -2.2% | -0.8%
Insulin prom up | 0.26 | -0.53 | x | 0.09 | -0.75 | x | -0.75 | x
Insulin prom up cell count | 1252 | 1235 | x | 1040 | 1008 | x | 1328 | x

# As entered above:
# PMI inhibition, no. 10 is entered as 2.0%
# West Nile virus CPE, no. 14 is entered as -0.3%
# ER stress rescue, no. 9 is entered as -1.2%
# Large T inhibition, no. 15 is entered as -1.5%
# West Nile virus CPE, no. 13 is entered as 1.1%
# West Nile virus CPE, no. 16 is entered as -0.1%

# The results go on.
[17] O=C1NC(c2cccc(Cl)c2)Nc2ccccc21 (stereo not given)
[18] O=C(Nc1cc2c(cc1Br)OCCO2)c1cccnc1
[19] Cc1ccc(S(=O)(=O)NCc2ccccc2)cc1C(=O)NC1CCCCC1
[20] Cc1c(C(=O)N2CCOCC2)c(S(=O)(=O)Nc2ccccc2F)c(C)n1C
[21] COc1ccc(OC)c(-c2cc(C(=O)Nc3c(C)nn(Cc4ccccc4)c3C)no2)c1
[22] CCCn1nc(-c2ccccc2)c2nc3ccccc3nc21
[23] COc1cccc2cc(C(C)N(CCCN3CCOCC3)C(=S)Nc3ccc(C)c(C)c3)oc12 (stereo not given)
[24] CCOC(=O)/C(C(N)=NC)=C(\O)c1ccccc1
screen / no. | 17 | 18 | 19 | 20 | 21 | 22 | 23 | 24
PMI inhibition | 1.1% | x | x | x | -3.5% | 12.5% | 12.0% | 6.8%
Large T inhibition | 8.2% | 22.6% | -1.5% | 2.9% | 3.0% | 7.4% | -0.7% | 9.6%
PhoP inhibition | 1.3% | 6.8% | -9.7% | 2.5% | 38.5% | -1.1% | 4.4% | 5.9%
West Nile virus CPE | -1.1% | 0.4% | 0.1% | 0.4% | 1.4% | 0.5% | -0.6% | 0.2%
human PMI inhibition | 4.8% | x | x | x | 11.4% | 8.7% | 14.3% | 8.6%
TNAP activation fold | 1.1 | x | x | x | 1.1 | 1.1 | 1.1 | 1.1
RSV CPE inhibition | 1.0% | 0.3% | 0.4% | 1.5% | 8.0% | 0.2% | -2.5% | 1.6%
ER stress rescue | 1.5% | x | x | x | 3.1% | -1.2% | x | 1.7%
Insulin prom up | -0.37 | x | x | x | 0.36 | 2.9 | -0.59 | 0.27
Insulin prom up cell count | 1463 | x | x | x | 954 | 1231 | 1307 | 1298

[25] O=C(C[n+]1ccc(Cc2ccccc2)cc1)Nc1ccccc1
[26] O=C(Nc1ccc2c(c1)OCO2)C(c1ccccc1)N1CCCCC1 (stereo not given)
[27] Cc1cc(Cl)ccc1NC(=O)CN1C(=O)NC2(CCCC2)C1=O
[28] C/C(CC(=O)N1CCN(C=O)CC1)=N\NC(=O)c1ccc(Br)cc1
[29] COc1ccc(OC)c(C2=NOC(C(=O)Nc3cc(C)nn3-c3ccccc3)C2)c1 (stereo not given)
screen / no. | 25 | 26 | 27 | 28 | 29
PMI inhibition | 3.5% | -5.6% | x | 2.8% | 4.3%
Large T inhibition | 30.0% | 1.0% | 3.6% | 13.4% | 2.6%
PhoP inhibition | 3.7% | 0.1% | 0.1% | 3.0% | 7.0%
West Nile virus CPE | 0.5% | -0.2% | -0.5% | 0.5% | -0.3%
human PMI inhibition | -10.8% | -11.9% | x | 6.9% | 10.3%
TNAP activation fold | 1.1 | 0.9 | x | 1 | 1.1
RSV CPE inhibition | -1.1% | 0.6% | 0.4% | 0.1% | 1.8%
ER stress rescue | -1.1% | -0.5% | x | -0.3% | x
Insulin prom up | -0.78 | -0.89 | x | 0.1 | -1.54
Insulin prom up cell count | 1355 | 887 | x | 1473 | 1016

# Complete entries from above. Order of values: PMI inhibition	Large T inhibition	PhoP inhibition	West Nile virus CPE	human PMI inhibition	TNAP activation fold	RSV CPE inhibition	ER stress rescue	Insulin prom up	Insulin prom up cell count
# Shown for `COc1ccc(OC)c(C2=NOC(C(=O)Nc3cc(C)nn3-c3ccccc3)C2)c1` (stereo not given) = 4.3%	2.6%	7.0%	-0.3%	10.3%	1.1	1.8%	x	-1.54	1016
# Shown for `O=C(C[n+]1ccc(Cc2ccccc2)cc1)Nc1ccccc1` = 3.5%	30.0%	3.7%	0.5%	-10.8%	1.1	-1.1%	-1.1%	-0.78	1355
# Shown for `C/C(CC(=O)N1CCN(C=O)CC1)=N\NC(=O)c1ccc(Br)cc1` = 2.8%	13.4%	3.0%	0.5%	6.9%	1	0.1%	-0.3%	0.1	1473
# Shown for `Cc1cc(Cl)ccc1NC(=O)CN1C(=O)NC2(CCCC2)C1=O` = x	3.6%	0.1%	-0.5%	x	x	0.4%	x	x	x
# Shown for `O=C(Nc1ccc2c(c1)OCO2)C(c1ccccc1)N1CCCCC1` (stereo not given) = -5.6%	1.0%	0.1%	-0.2%	-11.9%	0.9	0.6%	-0.5%	-0.89	887

# In another format: 2 of the compounds above.
# Second line of a record – PMI inhibition | Large T inhibition | PhoP inhibition | West Nile virus CPE | human PMI inhibition | TNAP activation fold | RSV CPE inhibition | ER stress rescue | Insulin prom up | Insulin prom up cell count
28: C/C(CC(=O)N1CCN(C=O)CC1)=N\NC(=O)c1ccc(Br)cc1
  2.8% | 13.4% | 3.0% | 0.5% | 6.9% | 1 | 0.1% | -0.3% | 0.1 | 1473
25: O=C(C[n+]1ccc(Cc2ccccc2)cc1)Nc1ccccc1
  3.5% | 30.0% | 3.7% | 0.5% | -10.8% | 1.1 | -1.1% | -1.1% | -0.78 | 1355
